# From PubChem
# RXFP1 antagonist – blocks the human relaxin receptor RXFP1. activity change, negative = inhibition, % at 57.5 µM. hit rate 0.59% among 350,000. AID 1259400. HEK293-RXFP1, relaxin-stimulated cAMP HTRF, 30 min; stronger effect = lower value;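 active = activity change of -60% or lower, but not beyond a set lower limit; inconclusive = change between -60% and -40%, or beyond the set limit; inactive = change above -40%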; also: % is scaled to controls: 0 for no effect and ±100 for the full control effect
# Target sequence (Q9HBX9 whole entry, looked up): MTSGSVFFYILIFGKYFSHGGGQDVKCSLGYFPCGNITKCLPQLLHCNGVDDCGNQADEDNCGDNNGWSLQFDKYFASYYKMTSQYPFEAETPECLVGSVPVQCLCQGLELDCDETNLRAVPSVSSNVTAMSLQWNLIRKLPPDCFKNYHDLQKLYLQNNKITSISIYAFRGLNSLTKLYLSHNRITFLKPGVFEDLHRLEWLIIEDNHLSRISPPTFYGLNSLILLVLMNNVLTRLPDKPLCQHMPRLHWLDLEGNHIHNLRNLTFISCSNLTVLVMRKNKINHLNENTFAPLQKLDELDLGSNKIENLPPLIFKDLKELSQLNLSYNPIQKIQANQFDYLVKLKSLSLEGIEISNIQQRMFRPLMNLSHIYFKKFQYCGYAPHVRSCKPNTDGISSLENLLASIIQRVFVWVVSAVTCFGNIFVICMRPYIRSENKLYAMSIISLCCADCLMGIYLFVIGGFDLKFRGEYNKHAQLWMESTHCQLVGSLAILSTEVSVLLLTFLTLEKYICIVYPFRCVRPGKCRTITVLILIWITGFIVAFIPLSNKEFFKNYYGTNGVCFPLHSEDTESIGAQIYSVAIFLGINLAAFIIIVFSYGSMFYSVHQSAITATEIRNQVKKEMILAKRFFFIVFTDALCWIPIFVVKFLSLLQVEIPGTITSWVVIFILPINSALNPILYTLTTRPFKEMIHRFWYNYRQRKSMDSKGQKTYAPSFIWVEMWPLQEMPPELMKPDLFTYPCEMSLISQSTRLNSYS
# D1 agonist – human D1 receptor agonism | activation, % at 2 µM | hit rate 1% among 360,000 | P21728 | HEK293 T-REx D1 cells, calcium flux, agonist mode; in the data active = activation above about 30%; also: 0% is about no effect
#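 Agonism was scored from calcium flux recorded over 180 s (1 read/s) after pintool compound addition, following a 10-cycle baseline. Cells were inducible force-coupled HEK293 TREx D1, plated overnight at 30 C and loaded with no-wash calcium dye.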
# D2 PAM – positively modulates the human D2 dopamine receptor allosterically; P14416; HEK293 T-REx D2, calcium flux, EC20 dopamine potentiation; potentiation, % at 10 µM; hit rate 0.34% among 340,000; AID 485347;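 active = potentiation over 3 SD above the plate norm, cut at about 30% in these data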; also: 0% is about no effect
#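 Potentiation of an EC20 dopamine calcium response measured kinetically over 180 s, after a preceding 180 s compound-only read flagging agonists. Cells: inducible Hek293 Trex D2 line, 4000/well, cultured overnight at 30 C before dye loading.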
# Vif-A3F inh – inhibitors of Vif-A3F interaction; HeLa A3F-eYFP + Vif (tagged APOBEC3F with the HIV-1 protein that degrades it), YFP fluorescence increase; Potency, µM (series often up to 46.1 µM), for the others: at the top dose activity, negative = active; hit rate 0.2% among 390,000; also: potency is read from the fitted curve at half-maximal effect; % of control where 0% means no effect; nearly all actives have a fitted effect of over 65% in size
#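 HeLa cells stably expressing Vif plus C-terminally eYFP-tagged A3F were seeded, incubated overnight at 37 deg C, dosed with compound, incubated overnight again at 37 deg C. Yellow fluorescence (Ex 488/Em 500-530) reported blocked Vif-mediated A3F-eYFP degradation.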
# D1 antagonist – human D1 dopamine receptor antagonism; HEK293 TREx D1 cells, calcium flux, dopamine EC80; stronger effect = lower value; hit rate 3.2% among 360,000; activity change, negative = inhibition, % at 10 µM; AID 504652; in the data active = activity change below about -30%; also: % is scaled to controls: 0 for no effect and ±100 for the full control effect
#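 After overnight tetracycline induction at 30 C, force-coupled D1 HEK293 cells took up a no-wash calcium dye at room temperature. Compounds were added and monitored 180 s, and the response to EC80 dopamine was then recorded.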
# RXFP1 ag – RXFP1 (human) receptor agonism; Q9HBX9; HEK293T-RXFP1 cAMP TR-FRET, 30 min; response scale: percent of porcine relaxin response, buffer zero; Potency, µM (titrated, usually from 57.5 µM), without a hit: top-dose activation, hits mostly activators; hit rate 0.3% among 370,000; AID 2676; also: potency is read from the fitted curve at half-maximal effect; % is scaled to controls: 0 for no effect and ±100 for the full control effect; nearly all actives have a fitted effect of over 60% in size; many of its hits are not listed in these tables
#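 cAMP rise read by TR-FRET after 30 min, 37C compound exposure (up to 58 uM) in RXFP1-transfected HEK293 cells with Ro 20174 present. EC50 from Hill-equation fits, with 29 nM porcine relaxin as 100% and buffer as basal.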
# D1 PAM – human D1 dopamine receptor positive modulation | P21728 | HEK293 TREx D1 cells, calcium flux, dopamine EC20 potentiation | potentiation, % at 10 µM | hit rate 0.036% among 360,000 | AID 504651; in the data active = potentiation above about 30%; also: 0% is about no effect
# Vif-A3G inh – Vif-A3G binding inhibition; Q9HC16; HeLa A3G-eYFP + Vif (tagged APOBEC3G with the HIV-1 protein that degrades it), YFP fluorescence, overnight; Potency, µM (top dose mostly 46.1 µM), for inactives: at the top dose activity, negative = active, actives largely listed as inhibitors; hit rate 0.076% among 410,000; AID 602310;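 also: potency is read from the fitted curve at half-maximal effect; % is scaled to controls: 0 for no effect and ±100 for the full control effect; nearly all actives have a fitted effect of over 60% in size; hits raise eYFP signal because A3G escapes Vif-driven loss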
#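 Read-out is eYFP fluorescence (Ex 488/Em 500-530) from Vif-expressing HeLa A3G-eYFP cells; more signal means A3G escaped Vif-mediated degradation. Cells plated overnight, compound pinned in, incubated overnight at 37 deg C.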
# GRP78 ERSR act – induces the endoplasmic reticulum stress response in human glioma cells. U87-MG GRP78 promoter luciferase reporter, 16 h. Potency, µM, for the others: top-dose activation, usual class: activators. hit rate 0.02% among 420,000. AID 602332; also: potency is read from the fitted curve at half-maximal effect; series mostly up to about 76 µM; % of control where 0% means no effect; nearly all actives have a fitted effect of over 35% in size
#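 Stably transfected U87-MG human glioma cells carrying a GRP78-based luminescent sensor were seeded at 1000 cells/well, pin-dosed with compounds and incubated 16 h. Luciferase reagent was then added, and end-point luminescence was read after 10 min at room temperature.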
# Numbers without * were called inactive; ? = inconclusive; . = no result given; & = joins results of further samples. Unless noted, calls follow the shape of the dose curve; as a rule, active = well fitted curve in the direction sought with a large enough effect; inconclusive = small, poorly fitted or top-dose-only effect, or another doubt; inactive = no such curve, though single readings can be large; an effect the other way counts as inactive or inconclusive. A portion of the library; the hit share may differ from the screen's.
SMILES,RXFP1 antagonist,D1 agonist,D2 PAM,Vif-A3F inh,D1 antagonist,RXFP1 ag,D1 PAM,Vif-A3G inh,GRP78 ERSR act
Cc1ccc2nc(N(CCCN(C)C)C(=O)CS(=O)(=O)c3ccccc3)sc2c1,-5,13,2,6%,16,-0.8%,2,1%,-5%
CCCCNC(=O)n1c(SC)nc2ccccc21,2,2,.,.,3,-0.7%,9,-1%,-4%
O=C(Cn1nc(-c2ccccc2)ccc1=O)NCc1ccc2c(c1)OCO2,-6,-1,7,4%,-5,1.0%,33*,-2%,-4%
CC(=O)NNC(=S)Nc1cccc(F)c1,-7,1,-5,-24%,-8,0.7%,-2,2%,3%
COc1cccc(C(=O)/C=C/c2ccc(SC)cc2)c1,-16,10,-15,-11%,-19,1.7%,-6,-1%,-3%
Cc1ccc(-c2noc(COc3ccc(Br)c(C)c3)n2)cc1,.,12,1,4%,-4,1.9%,-7,1%,-2%
COc1cc(C)c(Br)cc1S(=O)(=O)NCc1ccncc1,-25,10,14,6%,.,4.4%,-1,3%,-1%
COc1cc(C(C)=O)ccc1Oc1ccc(S(=O)(=O)N2CCOCC2)cn1,-7,4,-10,-1%,-1,-0.1%,.,0%,0%
O=S(=O)(CCC1CCCCN1)c1ccccc1 (stereo not given),12,3,16,4%,3,1.0%,-3,2%,-4%
CSc1ccc(C2c3[nH]c4ccccc4c3CCN2C(=O)c2ccnn2C)cc1 (stereo not given),-7,0,6,-1%,-1,0.6%,-2,?,3%
CC1=CN2C(=N)/C(=C/c3ccc(C)o3)C(=O)N=C2S1,-1,1,0,3%,1,0.1%,-4,1%,14%
Cc1cccc(Cn2nc(-n3cccc3)c3c(C)cc(C)nc32)c1,-10,2,-9,-11%,31,4.0%,2,-1%,-3%
CCOC(=O)c1ccc(NC2c3ccccc3C(=O)N2c2ccc(C)cn2)cc1 (stereo not given),8,-1,-3,1%,17,0.8%,.,0%,-3%
Cc1cc(OCC(=O)N(Cc2ccccc2)C2CCS(=O)(=O)C2)ccc1Cl (stereo not given),-6,3,2,2%,4,0.8%,6,-5%,-4%
Cc1ccc(OCCCC(=O)Nc2nncs2)cc1,-12,2,-6,.,0,1.1%,1,0%,-2%
CCC(C)[C@H]1COCCS(=O)(=O)N1Cc1ccccc1 (stereo not given in full),.,-1,.,-12%,17,-3.4%,0,1%,-1%
Cc1c(CNC2CCCCC2)c(C(=O)O)c(C)n1Cc1ccc(Cl)cc1,-8,-1,19,1%,3,-0.5%,-2,-2%,-2%
COc1ccc(S(=O)(=O)N2CCCC(C(=O)O)C2)cc1 (stereo not given),-4,0,8,-10%,2,2.5%,-2,0%,1%
CN(C)S(=O)(=O)c1ccc(Cl)c(NC(=O)COC(=O)/C=C/c2ccc3ccccc3n2)c1,6,1,-11,5%,10,0.3%,-1,1%,2%
COc1ccc(C(=O)NC(C)CCCC(C)(C)O)cc1OC1CCN(C(C)=O)CC1 (stereo not given),-2,3,9,-15%,-2,-1.7%,-4,-2%,3%
COC(=O)[C@H](Cc1ccccc1)NC(=O)NCc1ccccc1,-2,1,-1,-2%,-1,0.4%,-4,-3%,0%
O=C(Nc1ccccc1)C1=C[C@@H](C2CCCCC2)C[C@@H](OCc2ccc(CO)cc2)O1,.,20,1,-7%,-9,2.5%,-5,2%,-3%
COc1cccc(CNCC(=O)NC(=O)NC2CCCC2)c1,-6,.,.,2%,.,.,.,-2%,-4%
CC(=O)Nc1ccc(C(=O)COC(=O)c2nc3nc(C)cc(C)n3n2)cc1,-5,2,3,-2%,6,0.0%,-1,1%,0%
Cc1nnc(Sc2nc3c(c(=O)[nH]c(=O)n3C)n2Cc2ccccc2)s1,-13,0,3,-2%,7,4.1%,-6,0%,2%
CCN(CC)C(=O)C(C)OC(=O)c1ccc(O)cc1 (stereo not given),-8,0,12,-4%,-12,0.3%,8,-4%,-1%
O=C(NCc1nc2ccccc2[nH]1)c1ccc([N+](=O)[O-])cc1,4,2,-12,-6%,10,-1.1%,-4,-4%,-7%
Cc1ccc(N2C(=O)CSC2c2ccccn2)cc1Cl (stereo not given),6,2,9,1%,-2,-0.5%,-1,1%,-2%
Cc1ccccc1NC(=O)CCn1c(=O)oc2ccccc21,9,2,0,-5%,-2,-0.1%,-10,2%,-5%
CCn1c(=NC(=O)CSC(C)=O)sc2cc(OC)ccc21,-14,1,9,-1%,-8,-0.2%,2,5%,1%
Cc1ccc(CCNC(=O)c2nnc(CS(=O)(=O)c3ccccc3)o2)cc1,4,1,5,4%,12,0.6%,-11,-5%,-3%
Cc1ccc(NC(=O)C2CCN(S(=O)(=O)c3ccc4c(c3)CCCC(=O)N4)CC2)c(Cl)c1,.,2,-2,5%,0,0.1%,-3,-6%,-2%
Cc1cccc(NC(=O)CN2CCN(CC(=O)NCC3(N4CCCCC4)CCCCC3)CC2)c1C,-13,2,-7,-3%,-21,-0.7%,-2,3%,-2%
COc1ccc(-c2csc(NC(=O)c3nc(-c4ccccc4)oc3C)n2)cc1,0,2,5,-13%,7,2.5%,-3,-4%,4%
CCc1c(C)sc(NC(=O)c2cc(C(C)C)on2)c1C#N,-10,9,.,-8%,-32*,-0.5%,3,-21%,9%
N#CCSc1nnc2ccc3ccccc3n12,11,1,-1,2%,-1,15%,-3,2%,-4%
Cc1ccc(NC(=O)c2ccc(Br)cc2)c(C(=O)c2ccccc2)c1,-13,4,-12,-5%,12,-0.2%,1,-24%,-2%
CCOc1ccc(C(=O)Nc2onc3c2CCCC3)cc1,0,-2,-7,3%,-13,0.6%,-1,-5%,-10%
COCCNC(=O)CN1CCC(NC(=O)Nc2ccccc2)CC1,-6,0,0,-11%,13,-0.9%,-2,0%,-1%
Cc1ccc(C(=O)N/C(=C/c2ccco2)C(=O)NCCc2c[nH]c3ccccc23)cc1,-16,1,-4,-30%,-3,-1.1%,-1,-4%,0%
Cc1nc(-c2ccccc2)sc1C1(C)CC(c2cccc([N+](=O)[O-])c2)=NO1 (stereo not given),.,2,-10,-5%,-42*,0.8%,-1,0%,-3%
CC1CCCN(C(=O)C(Cc2ccccc2)n2cccc2)C1 (stereo not given),2,0,-16,-1%,1,2.2%,-2,3%,-2%
COC(=O)c1cc(-c2ccc(OC)cc2F)nc2nc(SC)[nH]c(=O)c12,-1,1,.,12%,-10,?,.,-9%,-1%
COc1cccc(CN2CCC(N(CCc3ccccc3)Cc3ccccc3)CC2)c1OC,-19,1,-12,-5%,-6,-0.6%,-1,-8%,-7%
Cc1nc2sccn2c(=O)c1S(=O)(=O)NCC(C)c1ccccc1 (stereo not given),-4,3,-8,-4%,-7,2.4%,-10,0%,-4%
Cc1ccccc1C1c2[nH]c3ccccc3c2C[C@H]2C(=O)N(C3CCN(Cc4ccccc4)CC3)CC(=O)N12 (stereo not given in full),.,5,-11,.,6,5.7%,-3,.,.
CC(c1ccccc1)N1C(=O)/C(=C/c2ccncc2)SC1=S (stereo not given),-24,14,8,5%,2,3.1%,0,-24%,-15%
Cc1ccn2c(Nc3ccc(C(C)C)cc3)c(-c3cccnc3)nc2c1,-19,1,2,-4%,5,4.8%,-1,-6%,?
CCc1ccc(CNC(=O)CCn2nc(C)c3c(C)n(-c4ccccc4)nc3c2=O)cc1,-15&-26,0&1,9,-5%&14%,1&15,-0.7%&0.0%,-23&-1,1%&7%,-3%&-1%
Cc1occc1-c1nnc(SCc2cc(=O)n3cc(Br)ccc3n2)n1C,-2,3,6,2%,9,17%,2,0%,-5%
COc1ccccc1CNS(=O)(=O)c1ccc2c(c1)N(C(C)=O)CC(C)S2 (stereo not given),-1,4,22,-2%,-8,0.4%,-1,4%,-2%
O=C(NCC1CCCO1)c1cc2c(s1)CS(=O)(=O)C2 (stereo not given),-4,3,4,0%,4,1.3%,-12,-1%,-1%

# Of the compounds above, 7 contain an aryl thioether with sulfur outside any ring:
SMILES,RXFP1 antagonist,D1 agonist,D2 PAM,Vif-A3F inh,D1 antagonist,RXFP1 ag,D1 PAM,Vif-A3G inh,GRP78 ERSR act
CCCCNC(=O)n1c(SC)nc2ccccc21,2,2,.,.,3,-0.7%,9,-1%,-4%
COc1cccc(C(=O)/C=C/c2ccc(SC)cc2)c1,-16,10,-15,-11%,-19,1.7%,-6,-1%,-3%
CSc1ccc(C2c3[nH]c4ccccc4c3CCN2C(=O)c2ccnn2C)cc1 (stereo not given),-7,0,6,-1%,-1,0.6%,-2,?,3%
Cc1nnc(Sc2nc3c(c(=O)[nH]c(=O)n3C)n2Cc2ccccc2)s1,-13,0,3,-2%,7,4.1%,-6,0%,2%
N#CCSc1nnc2ccc3ccccc3n12,11,1,-1,2%,-1,15%,-3,2%,-4%
COC(=O)c1cc(-c2ccc(OC)cc2F)nc2nc(SC)[nH]c(=O)c12,-1,1,.,12%,-10,?,.,-9%,-1%
Cc1occc1-c1nnc(SCc2cc(=O)n3cc(Br)ccc3n2)n1C,-2,3,6,2%,9,17%,2,0%,-5%
